# Eya2 inh: Eya2 (human) phosphatase inhibition; 0.006% of 330,000 active; recombinant Eya2, OMFP fluorescence dephosphorylation (OMFP is methylfluorescein phosphate); AID 488837; Potency, µM (highest dose often 76.9 µM), inactives show top-dose activity, negative = inhibition, hits mostly inhibitors; O00167; further: potency means the concentration at half of the fitted maximal effect; on the % scale 0 is the no-effect control and ±100 the full control effect
#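 Eya2 protein (added as 0.2 uM solution) was preincubated with compound for 10 min at ambient temperature in 50 mM HEPES pH 7.5, 50 mM NaCl, 5 uM MgCl2, 0.05% BSA, 1 mM DTT. OMFP (added at 50 uM) then reacted 10 min; fluorescence read at 485/525 nm.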
# MBNL1 CUG block: MBNL1-poly(CUG) RNA binding inhibition. Q9NR56. TR-FRET MBNL1-His/biotin-(CUG)12 binding, 665/545 ratio. Potency, µM (highest dose often 57.5 µM), without a hit: at the highest dose activity change, negative = inhibition, hits mostly inhibitors. 0.036% of 280,000 active. AID 2675; active means well fitted inhibition curve with a large enough effect in the signal ratio, with a control signal flat, not every such curve was filed as active; inconclusive means small, poorly fitted or top-dose-only effect, or effect the other way, or a change in a side signal; inactive means no such curve, though single readings can be large or run the other way; the % refers to the signal ratio; further: potency means the concentration at half of the fitted maximal effect; on the % scale 0 is the no-effect control and ±100 the full control effect
#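 Ratiometric TR-FRET (665 over 545 nm, excitation 340 nm) tracks disruption of MBNL1-His/biotin-(CUG)12 complex after 60 min at room temperature, with compounds at 92 nM to 58 uM final.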
# S-ASM inh: blocks human secretory acid sphingomyelinase | P17405 | Potency, µM (series often up to 57.5 µM), for the others: top-dose activity change, negative = inhibition, actives largely listed as inhibitors | 0.006% of 340,000 active | AID 504937 | placental ASM, HMU-PC fluorogenic substrate, 60 min; further: potency means the concentration at half of the fitted maximal effect
#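 Human placenta-derived ASM preincubated with compound 10 min at room temperature, then reacted with 9 uM (final) fluorogenic HMU-PC substrate for 60 min at 37 C. Stop solution raises pH to 10; fluorescence read at Ex 386/Em 447 nm.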
# USP2a block: USP2a (human) protease inhibition. O75604. USP2 core, Ub-CHOP2 coupled fluorogenic reporter, 485/531. Potency, µM (titrated, usually from 38.3 µM), for the others: at the top dose activity change, negative = inhibition, actives largely listed as inhibitors. 0.01% of 330,000 active. AID 463254;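 further: potency means the concentration at half of the fitted maximal effect; plate controls were DMSO wells for no effect and full inhibition by NEM control for full effect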
#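 Deubiquitinase activity read as fluorescence (485/531 nm) after Ub-CHOP2 cleavage activates the enterokinase reporter on its substrate; USP2 core 10nM, Ub-CHOP2 and substrate 25nM each, 30min compound preincubation then 60min RT; data normalized to NEM, curves fitted.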
# hERG WT inh: inhibitors of human wildtype KCNH2 potassium channel | 0.37% of 340,000 active | Q12809 | U2OS, BacMam KCNH2, thallium flux FluxOr; stronger effect = lower value | activity change, % at 1.84 µM;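 active means maximum activity change below -70%; inconclusive means maximum activity change between -70% and -50%; inactive means maximum activity change above -50%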; further: on the % scale 0 is the no-effect control and ±100 the full control effect
# Target sequence (Q12809 whole entry, looked up): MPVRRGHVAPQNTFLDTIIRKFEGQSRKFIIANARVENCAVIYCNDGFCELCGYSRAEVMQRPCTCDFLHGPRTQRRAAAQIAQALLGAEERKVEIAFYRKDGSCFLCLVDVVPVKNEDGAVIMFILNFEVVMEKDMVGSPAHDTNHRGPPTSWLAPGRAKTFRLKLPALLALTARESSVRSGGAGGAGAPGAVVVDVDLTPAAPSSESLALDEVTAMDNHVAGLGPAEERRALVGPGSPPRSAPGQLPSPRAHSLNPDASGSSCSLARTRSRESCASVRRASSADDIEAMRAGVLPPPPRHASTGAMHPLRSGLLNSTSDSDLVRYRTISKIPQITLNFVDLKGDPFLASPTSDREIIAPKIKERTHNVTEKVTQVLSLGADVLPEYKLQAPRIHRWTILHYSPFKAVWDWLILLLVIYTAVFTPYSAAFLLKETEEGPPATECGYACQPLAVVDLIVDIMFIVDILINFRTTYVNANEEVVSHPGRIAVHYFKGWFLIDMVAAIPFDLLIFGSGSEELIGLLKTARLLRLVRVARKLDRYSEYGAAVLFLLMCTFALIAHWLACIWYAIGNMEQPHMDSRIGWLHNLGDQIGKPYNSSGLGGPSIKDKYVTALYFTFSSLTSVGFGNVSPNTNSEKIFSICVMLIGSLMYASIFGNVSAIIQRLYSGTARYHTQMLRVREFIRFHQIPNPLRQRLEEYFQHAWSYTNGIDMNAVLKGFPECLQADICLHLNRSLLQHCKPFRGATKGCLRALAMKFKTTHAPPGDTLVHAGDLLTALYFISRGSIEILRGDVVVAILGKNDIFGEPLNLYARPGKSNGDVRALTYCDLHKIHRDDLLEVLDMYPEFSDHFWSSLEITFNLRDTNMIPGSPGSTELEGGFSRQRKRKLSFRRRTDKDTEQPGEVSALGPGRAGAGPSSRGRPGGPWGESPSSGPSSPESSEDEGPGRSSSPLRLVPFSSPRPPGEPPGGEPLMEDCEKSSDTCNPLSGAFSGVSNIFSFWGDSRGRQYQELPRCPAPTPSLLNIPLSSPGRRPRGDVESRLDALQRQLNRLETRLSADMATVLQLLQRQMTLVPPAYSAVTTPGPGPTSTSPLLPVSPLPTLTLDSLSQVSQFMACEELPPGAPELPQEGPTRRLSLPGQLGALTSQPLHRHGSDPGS
#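 U2OS cells were transduced with wild-type KCNH2 virus (2.03 x 10^8 / mL) for 4 h at room temperature, then cultured overnight at 37 C. Thallium flux was read with FluxOr dye. Rate constants were normalized to DMSO controls.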
# PKM2 act: activators of human pyruvate kinase M2; purified PKM2, Kinase-Glo ATP luminescence, activation; response scale: 0% is enzyme alone, no compound; Potency, µM (doses to about 57.5 µM), inactives show at the highest dose activation, usual class: activators; 0.34% of 260,000 active; further: potency means the concentration at half of the fitted maximal effect; on the % scale 0 is the no-effect control and ±100 the full control effect; nearly all actives have a fitted effect of over 55% in size
#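 ATP formation by purified human PK-M2, quantified via coupled luciferase luminescence after 1 h at room temperature with 0.1 mM ADP and 0.5 mM PEP final.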
# Chronic BCR inh: inhibitors of chronic active B-cell receptor signaling; ABC-DLBCL IkBa-CBG/CBR reporter, luminescence ratio, 4 h; Potency, µM (highest dose often 46.1 µM), for inactives: at the top dose ratio change, negative = lower green/red ratio, most hits filed as inhibitors; 0.05% of 340,000 active; active means well fitted inhibition curve with a large enough effect in the signal ratio, with a control signal flat, not every such curve was filed as active; inconclusive means small, poorly fitted or top-dose-only effect, or effect the other way, or a change in a side signal; the % refers to the signal ratio;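 further: potency means the concentration at half of the fitted maximal effect; plate controls were basal doxycycline-induced cells for no effect and cells given 10 µM MG132 for full effect; MG132 reads +100%, hits lower the ratio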
#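 TMD8 ABC-DLBCL cells carrying doxycycline-inducible green luciferase fused to IkappaBalpha plus unfused red luciferase were exposed to compounds (up to 46 uM) for 4 hrs at 37C. Activity came from the overlap-corrected green/red luminescence ratio.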
# GALK inhibitor: inhibitors of human galactokinase | P51570 | Purified GALK, Kinase-Glo residual ATP luminescence | Potency, µM (top dose mostly 57.5 µM), without a hit: top-dose activity change, negative = inhibition, hits mostly inhibitors | 0.007% of 270,000 active | AID 1868; further: potency means the concentration at half of the fitted maximal effect; on the % scale 0 is the no-effect control and ±100 the full control effect
#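 The enzyme phosphorylates galactose (100 uM) using ATP (35 uM); inhibition is detected as higher residual ATP, quantified by bioluminescence after 1 h reaction at room temperature, pH 8.0.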
# Mito fusion act: mitochondrial division inhibition or fusion activation. S. cerevisiae fusion-defective mutant growth rescue, CellTiterGlo 48 h. Potency, µM (highest dose often 46.1 µM), for the others: at the top dose growth rescue (activation), hits mostly activators. 0.23% of 320,000 active;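 further: potency means the concentration at half of the fitted maximal effect; % of control where 0% means no effect; nearly all actives have a fitted effect of over 45% in size; temperature-sensitive fusion mutants such as fzo1-1 at 37 °C on non-fermentable ethanol glycerol medium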
#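 Yeast fusion mutant, YPEG (non-fermentable carbon), compound, 48 h at 37C non-permissive; CellTiterGlo added, 10 min RT, luminescence read. Rescued growth = division inhibition.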
# Menin MLL FP TR: inhibitors of human menin-MLL interaction, mutant MLL peptide. O00255. Menin + Texas Red MLL mutant peptide, fluorescence polarization. Potency, µM (doses to about 61.6 µM), for inactives: at the highest dose FP activity change, negative = inhibition, usual class: inhibitors. 0.23% of 270,000 active. AID 1768; active means well fitted inhibition curve with a large enough effect in the polarisation, with a control signal flat, not every such curve was filed as active; inconclusive means small, poorly fitted or top-dose-only effect, or effect the other way, or a change in a side signal; inactive means no such curve, though single readings can be large or run the other way; the % refers to the polarisation; further: potency means the concentration at half of the fitted maximal effect; % of control where 0% means no effect; many of its hits are not listed in these tables
# TSHR antag: human thyrotropin receptor antagonism. P16473. TSHR-expressing cells, TSH-stimulated cAMP HTRF, 2 h; stronger effect = lower value. activity change, negative = inhibition, % at 11.5 µM. 0.2% of 330,000 active. AID 504810;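 active means activity change below a set negative limit, meaning inhibition stronger than a set level, cut at about -70% in these data; inconclusive means activity change between two set negative limits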; further: on the % scale 0 is the no-effect control and ±100 the full control effect
#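 Inhibition of cAMP made by TSHR-expressing cells under TSH stimulation (4nM final, EC80; 2 h, 37 deg C) is quantified with a one-step lysis HTRF kit, anti-cAMP cryptate versus cAMP-d2.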
# * = called active by the depositor; ? = inconclusive; / = not tested or not shown; [ ] = remark or other dose. Unless noted, the call rests on the fitted dose curve; in most records, active means well fitted curve in the direction sought with a large enough effect; inconclusive means small, poorly fitted or top-dose-only effect, or another doubt; inactive means no such curve, though single readings can be large; an effect the other way counts as inactive or inconclusive.
# Order of values: TSHR antag	S-ASM inh	hERG WT inh	GALK inhibitor	MBNL1 CUG block	USP2a block	Menin MLL FP TR	Eya2 inh	PKM2 act	Chronic BCR inh	Mito fusion act
Cc1ccc(N2CCN(C(=O)c3ccccc3NC(=O)C3CCCCC3C(=O)O)CC2)cc1 (configuration not stated)
  -3	3%	-8	1%	-6%	2%	3%	-10%	5%	2%	-2%
Cc1cccc(C(=O)N/N=C/c2ccccn2)c1
  2	8%	-2	0%	18%	0%	-11%	-6%	0%	?	6%
O=C(NCc1cccs1)C1CCCN(S(=O)(=O)c2cccc3cccnc23)C1 (configuration not stated)
  -1	-2%	-6	2%	-10%	-1%	0%	2%	-4%	-5%	2%
CCOC(=O)N=S(N)(=O)c1ccccc1 (configuration not stated)
  /	-3%	6	2%	-17%	/	-14%	/	1%	/	-1%
CCN(C(=O)COC(=O)c1cccnc1SC)c1c(N)n(Cc2ccccc2)c(=O)[nH]c1=O
  -1	0%	5	/	/	0%	/	7%	/	-1%	-1%
CC1Sc2ccc(S(=O)(=O)CCC(=O)N3CCCCC3)cc2NC1=O (configuration not stated)
  4	-3%	0	0%	-7%	0%	-15%	-1%	-9%	1%	0%
O=C(NC1CC1)C1CCN(S(=O)(=O)c2ccc(Cl)cc2)CC1
  9	5%	1	8%	-2%	-3%	7%	2%	2%	4%	0%
Cn1c(NN)nc2sc3c(c2c1=O)CC(C)(C)OC3
  9	-1%	5	0%	?	2%	12%	2%	3%	15%	-2%
CCOC(=O)c1nc(Nc2ccccc2C)c2ccccc2n1
  -11	-2%	-2	-1%	13%	3%	5%	-3%	0%	?	-6%
CCSc1nc2ccccc2n1C(=O)c1ccc(S(=O)(=O)N2CCCCCC2)cc1
  19	-1%	-11	-2%	?	2%	-3%	7%	1%	-2%	1%
C=CC(=O)NC1CC2CCC1(C)C2(C)C (configuration not stated)
  -4	-2%	0	1%	1%	-1%	/	5%	2%	4%	-2%
COc1cccc(CNC(=O)C2CCN(c3nnc(N4CCCC4=O)s3)CC2)c1
  6	3%	-3	/	0%	7%	5%	9%	-1%	-5%	-4%
CC(C)[C@H](NC(=O)c1ccccc1F)C(=O)NNC(=O)c1cccs1
  /	3%	9	/	/	6%	/	5%	/	-2%	/
COc1ccc(-n2c(=S)[nH]c3cc(C(=O)Nc4cccc(C)c4)ccc3c2=O)cc1
  3	2%	1	-2%	7%	-1%	-9%	3%	-10%	-1%	-2%
O=C(CSc1nncs1)Nc1cccc2ccccc12
  2	3%	-9	/	/	0%	/	-2%	/	-2%	4%
Cc1cccc(NC(=O)COc2coc(CN3CCN(Cc4ccccc4)CC3)cc2=O)c1
  12	-2%	43	/	/	1%	/	6%	/	-2%	0%
c1csc(-c2nn3c(C4COc5ccccc5O4)nnc3s2)c1 (configuration not stated)
  0	-16%	16	0%	40%[activator]	1%	24%	-16%	6%	?	20%
O=C(Nc1ccc(OC(F)(F)F)cc1)NC1CCC(Oc2ccc(C(=O)O)cc2)CC1 (configuration not stated)
  -2	-3%	9	/	/	-1%	/	-7%	/	-1%	-10%
COc1cccc(-n2nnnc2SCC(=O)Nc2ccccc2OC)c1
  9	-2%	-4	0%	-1%	-2%	10%	2%	0%	?	1%
COc1ccc(CCN2C(=O)CS/C2=N\NC(=O)c2cccs2)cc1OC
  3	2%	7	4%	-4%	0%	15%	0%	0%	-16%	4%
CCCC(=O)Nc1ccc2c(c1)nc(CN1CCCCC1)n2C
  -15	12%	10	1%	2%	-2%	-2%	25%	-5%	3%	-4%
Cc1cccn2c(=O)c3cc(C(=O)NC4CCCCCC4)sc3nc12
  -22	/	-6	-2%	15%	1%	12%	4%	2%	?	6%
Cc1ccccc1OCC(=O)NCC(=O)N/N=C/c1ccc(Br)o1
  21	-5%	4	/	-20%[11.5 µM]	0%	2%	-2%	-3%	4%	0%
CCOC(=O)C1CCN(C(=O)CNC(=O)c2nn(-c3ccc(OC)cc3)c(=O)c3ccccc23)CC1
  23	1%	38	0%	?	1%	-7%	6%	1%	2%	1%
O=C(CN(Cc1ccccc1)S(=O)(=O)c1ccc2c(c1)OCCO2)Nc1ccc2c(c1)OCCO2
  -7	1%	-8	1%	-9%	-5%	19%	-16%	14%	-2%	17%
CC(=O)N1N=C(c2ccccc2O)CC1c1cccs1 (configuration not stated)
  0	145%[activator]	6	-1%	11%	-2%	-1%	-7%	?	3%	3%
COc1cc(CN2CCCC(N3CCc4ccccc4C3)C2)c(Cl)cc1O (configuration not stated)
  -4	1%	15	0%	-6%	-1%	?	6%	0%	1%	3%
Cc1ccsc1C(=O)Nc1n[nH]c(C(F)(F)F)n1
  1	2%	2	0%	1%	0%	/	7%	3%	?	0%
CCSc1nnc(NC(=O)C2CCCCC2C(=O)OCC(F)(F)C(F)F)s1 (configuration not stated)
  8	-2%	22	1%	-7%	2%	2%	14%	-16%	6%	-2%
COc1ccccc1CNC(=O)C1CCN(S(=O)(=O)c2ccc(-n3cnnn3)cc2)CC1
  5	0%	3	0%	-4%	-1%	-13%	4%	0%	4%	13%
O=c1c2cn(Cc3ccc(F)cc3)c3ccc(F)cc3c-2nn1Cc1ccc(F)cc1
  1	-3%	3	2%	-1%	-1%	32%[activator]	-5%	/	12%	-1%
Cc1ccccc1Oc1nc2c(C)cccn2c(=O)c1/C=C(\C#N)C(=O)Nc1c(C)n(C)n(-c2ccccc2)c1=O
  44	-1%	3	1%	50%[activator]	2%	-7%	-16%	1%	?	25%
CCCC(=O)Nc1ccc(Oc2ccc(NC(=O)CCC)cc2)cc1
  1	-2%	3	-4%	-10%	0%	-13%	-9%	-2%	-14%	-3%
Cc1cc(SCC(=O)Nc2c(C)n(C)n(-c3ccccc3)c2=O)nc2ccccc12
  1	1%	2	-2%	-2%	2%	/	6%	/	1%	-8%
CCOC(=O)C1(CCc2ccccc2)CCN(C(=O)CN2C(=O)CSC2=O)CC1
  24	8%	-9	0%	-15%	-5%	-18%	-12%	4%	5%	-2%
CC(NC(=O)C1CCC1)c1ccc(Br)cc1 (configuration not stated)
  8	2%	1	-2%	-8%	-2%	-11%	9%	-3%	-1%	11%
CCN(C(=O)COC(=O)c1cncc(Br)c1)C1CCS(=O)(=O)C1 (configuration not stated)
  1	2%	-1	0%	7%	-12%	-2%	13%	-2%	?	-2%
Cc1ccc(C)c(N2CCN(S(=O)(=O)c3cc4c(cc3C)NC(=O)CO4)CC2)c1
  4	-16%	-5	/	5%	0%	55%[activator]	14%	0%	?	-1%
CC(C)c1ccc(NC(=O)NN2CCOCC2)cc1
  13	1%	/	0%	-13%	-6%	-18%	-4%	-8%	5%	0%
C=CCNc1nc(NCCN2CCOCC2)nc(N2CCOCC2)n1
  5	1%	-5	-6%	-13%	1%	14%	7%	4%	-24%	-3%
O=C(Nc1ccccc1)C1CCCN1C(=O)NCc1ccccc1 (configuration not stated)
  5	0%	10	5%	-1%	-1%	-13%	-10%	-14%	2%	-2%
Cc1nn(CC(=O)Nc2ccncc2)c(C)c1[N+](=O)[O-]
  4	2%	-5	2%	22%	1%	11%	-2%	-2%	0%	-7%
CCc1ccc2[nH]c(=O)c(CN(Cc3ccc4c(c3)OCO4)Cc3nnnn3C3CCCC3)cc2c1
  -9	-12%	-8	0%	5%	-12%	-15%	-8%	-16%	?	-2%
CCc1ccccc1OCC(=O)Nc1cc(S(=O)(=O)N(CC)CC)ccc1N1CCOCC1
  -22	5%	-5	/	/	1%	/	-13%	/	-1%	-2%
COc1ccc(NC(=O)c2ccc(NC(=O)CSc3nc(N)cc(=O)[nH]3)cc2)cc1
  -1	4%	-13	/	/	0%	/	3%	/	-19%	-2%
O=c1cc(CSc2nc3ccccc3c(=O)[nH]2)c2ccc(O)cc2o1
  -33	164%[activator]	-2	1%	0%	4%	?	5%	12%	?	-11%
O=C(O)CCN1/C(=C/C=Nc2ccccc2)Oc2ccccc21
  -19	75%[activator]	-3	3%	14%	0%	10%	4%	0%	-7%	-4%

# High-throughput results (PubChem)

# Some of the compounds tested; rates above refer to the full screens.
